SENP7 block – SENP7 protease inhibitors, primary screen, biochemical, luminescence, uHTS | Sentrin-specific protease 7 (Homo sapiens), Q9BQF6 | recombinant SENP7, Z-RLRGG-aminoluciferin luminescence, 40 min | inhibition, % at 5 µM | 330,000 tested, 1.5% active | AID 434973, 2010;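 active = inhibition above about 50% at the single test dose, limit read from the data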;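 also: plate controls were DMSO with enzyme for no effect and no enzyme buffer wells for full effect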
Target sequence (Q9BQF6 706-1050 limits assumed): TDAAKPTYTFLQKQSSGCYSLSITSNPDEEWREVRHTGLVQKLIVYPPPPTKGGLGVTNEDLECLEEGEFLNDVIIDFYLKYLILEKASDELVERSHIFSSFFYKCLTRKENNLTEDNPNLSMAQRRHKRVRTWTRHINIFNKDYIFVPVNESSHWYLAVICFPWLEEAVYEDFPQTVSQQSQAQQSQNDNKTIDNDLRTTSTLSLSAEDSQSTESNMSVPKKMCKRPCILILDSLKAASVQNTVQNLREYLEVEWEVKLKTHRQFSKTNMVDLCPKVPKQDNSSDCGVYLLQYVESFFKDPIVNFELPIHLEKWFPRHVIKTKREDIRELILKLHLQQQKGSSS
Apaf-1 inh – inhibitors of human Apaf-1 apoptosome, primary screen, biochemical, DEVD-Rh110 fluorescence, uHTS; Apoptotic protease-activating factor 1 (Homo sapiens), O14727; reconstituted apoptosome caspase-3 activity; inhibition, % at 20 µM; 330,000 tested, 0.71% active; AID 489030, 2010; active = inhibition of at least 40% at 20 µM;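 also: plate controls were DMSO wells for no effect and DEVD-CHO caspase inhibitor wells for full effect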
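Medium: Hepes buffer, pH 7.5 / System: biochemical Apaf-1 apoptosome reconstitution / Measured by: Rh110 fluorescence, excitation 480 nm, emission 540 nm / Times: compound with Apaf-1, dATP, procaspase-3 30 min, then 50 min reaction, room temperature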
SENP6 block – SENP6 protease inhibitors, primary screen, biochemical, luminescence, uHTS; Sentrin-specific protease 6 (Homo sapiens), Q9GZR1; Recombinant SENP6 catalytic domain, aminoluciferin luminescence; inhibition, % at 10 µM; 330,000 tested, 1.8% active;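 active = inhibition above about 50% at the single tested dose, limit read from the data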;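 also: plate controls were DMSO wells with enzyme for no effect and DMSO wells lacking enzyme for full effect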
SENP8 block-1 – human SENP8 protease inhibitors, primary screen, biochemical, fluorescence, Nedd8 protein substrate, uHTS; Sentrin-specific protease 8 (Homo sapiens), Q96LD8; recombinant SENP8; inhibition, % at 20 µM; 360,000 tested, 0.64% active; AID 602440, 2012; in the data active = inhibition mostly above about 40%, no sharp cut-off; inactive = mostly below about 27%
Target sequence (Q96LD8 whole entry, looked up): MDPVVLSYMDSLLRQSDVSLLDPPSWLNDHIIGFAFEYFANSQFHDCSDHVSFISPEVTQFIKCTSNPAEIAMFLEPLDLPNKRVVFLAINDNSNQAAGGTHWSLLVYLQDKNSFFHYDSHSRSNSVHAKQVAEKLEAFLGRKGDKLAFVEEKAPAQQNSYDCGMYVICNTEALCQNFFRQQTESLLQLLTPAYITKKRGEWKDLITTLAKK
SENP8 block-2 – SENP8 protease inhibitors, primary screen, biochemical, luminescence. Sentrin-specific protease 8 (Homo sapiens), Q96LD8. purified SENP8, Z-RLRGG-aminoluciferin cleavage. inhibition, % at 10 µM. 330,000 tested, 1.2% active. AID 2540, 2010; in the data active = inhibition above about 50%
UBC13 inh – UBC13 polyubiquitin chain formation inhibitors, primary screen, biochemical, TR-FRET, uHTS | 330,000 tested, 0.47% active | inhibition, % at 20 µM | Ubiquitin-conjugating enzyme E2 N (Homo sapiens), P61088 | AID 485273, 2010; in the data active = inhibition above about 45%, passing the limit was not always enough
Target sequence (P61088 whole entry, looked up): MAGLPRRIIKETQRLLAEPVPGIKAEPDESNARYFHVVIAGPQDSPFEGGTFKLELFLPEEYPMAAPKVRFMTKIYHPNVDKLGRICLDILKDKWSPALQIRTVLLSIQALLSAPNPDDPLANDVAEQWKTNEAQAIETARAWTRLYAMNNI
SENP1 inh – human SENP1 catalytic domain inhibitors, primary screen, biochemical, FRET, uHTS | recombinant SENP1 catalytic domain, CyPet-SUMO1-YPet FRET cleavage | Sentrin-specific protease 1 (Homo sapiens), Q9P0U3 | inhibition, % at 10 µM | 360,000 tested, 0.21% active;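 active = inhibition at least 30% at 10 µM, raw YFP signal under a set limit, fluorescence ratio 0.5 to 1.5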;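 also: 0% = enzyme with DMSO and 100% = no enzyme wells; some results filed as inactive read as strong as hits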
Target sequence (Q9P0U3 419-644 limits assumed): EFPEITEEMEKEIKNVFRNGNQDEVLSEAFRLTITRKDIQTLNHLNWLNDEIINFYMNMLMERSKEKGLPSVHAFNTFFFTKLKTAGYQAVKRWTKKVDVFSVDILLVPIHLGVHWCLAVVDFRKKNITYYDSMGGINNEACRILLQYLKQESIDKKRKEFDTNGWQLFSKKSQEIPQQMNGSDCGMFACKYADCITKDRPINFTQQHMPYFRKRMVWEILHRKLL
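Material – human SENP1 catalytic domain · Input – SENP1 enzyme, 20 pM final · Compound dosing – single concentration of 10 µM compound, 0.5% DMSO final · Timing – enzyme reaction for 50 min at room temperature, dark · Measured by – FRET fluorescence in CFP and YFP emission channels · Control set – no-enzyme wells low, DMSO-plus-enzyme wells high control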
APOBEC3G inh – APOBEC3G DNA deaminase inhibitors, primary screen, biochemical, fluorescence, single-stranded DNA substrate, uHTS; AID 493012, 2011; recombinant A3G, ssDNA deamination FAM/TAMRA fluorescence; 330,000 tested, 0.28% active; inhibition, % at 20 µM; DNA dC->dU-editing enzyme APOBEC-3G (Homo sapiens), Q9HC16;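 active = inhibition of at least 40% at 20 µM, with no more than 30% in the related APOBEC3A deaminase screen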;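 also: plate controls were DMSO wells with A3G for no effect and wells lacking A3G enzyme for full effect; some compounds called inactive have numbers as strong as hits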
* = called active by the depositor; i = inactive; x = no result given.

Molecule	SENP7 block	Apaf-1 inh	SENP6 block	SENP8 block-1	SENP8 block-2	UBC13 inh	SENP1 inh	APOBEC3G inh
S=c1[nH]nc(-c2ccc(Br)cc2)n1-c1ccc(Br)cc1	-4	13	-1	-17	-9	0	1	-4
COc1ccc2c(c1)c(/C=C/c1cc[n+](C)cc1)cn2C	7	3	16	33	15	-331	-22	-13
CC1CCN(CCCNC(=O)c2ccc(CS(=O)(=O)Cc3ccc(Cl)cc3)o2)CC1	-13	6	1	11	3	4	2	2
Cc1ccccc1N1CCN(Cc2nc(Cc3ccccc3F)no2)CC1	7	-1	16	10	1	-9	3	0
COc1ccccc1-c1nn(Cc2ccccc2)cc1C(=O)NCC(c1ccco1)N1CCCC1 (stereo not drawn)	2	-5	0	9	4	4	-5	5
COc1ccccc1NS(=O)(=O)c1ccc2[nH]c(=S)oc2c1	-2	12	11	8	-6	-9	1	-12
CCCCCCCc1nc2nc(C)c(Br)c(=O)n2[nH]1	-18	4	-25	10	11	-13	-1	-8
COc1ccc(N2C(=O)CCC(C(=O)N(C)C3CCCCC3)C2c2ccc(OC)c(OC)c2)cc1 (stereo not drawn)	3	-12	-6	x	-6	0	x	3
COc1ccc(NC(=O)N(C)C[C@H]2Oc3c(NC(=O)C4CC4)cccc3C(=O)N([C@H](C)CO)C[C@@H]2C)cc1	6	3	11	9	7	5	0	1
Cc1[nH]c(=O)[nH]c(=O)c1/C=N/NC(=O)[C@H](C)N	-5	-13	-27	-38	-14	-7	-5	-3
CCOc1ccc(C(C(=O)NC2CCCC2)N(Cc2ccccc2)C(=O)c2nsc(Cl)c2Cl)cc1 (stereo not drawn)	-7	12	-2	12	-6	-7	0	-2
C/C(=N\NC(=O)c1ccc(CN2CCc3ccccc3C2)cc1)c1ccccc1O	9	13	-18	6	-2	6	-23	-2
CCOC(=O)Cn1c(CN2CCN(C(=O)c3ccco3)CC2)nc2c1c(=O)n(C)c(=O)n2C	-3	-5	7	3	1	-4	2	-5
CC(C)(C)OC(=O)NOCC(=O)N(Cc1ccccc1)CC(O)COc1ccccc1 (stereo not drawn)	-5	12	-11	17	-10	3	-4	-9
O=C(CCC(=O)c1ccccc1)Nc1ccc(C(=O)O)cc1	9	5	6	-94	-19	-3	-1	4
O=C(OCC(=O)c1c[nH]c2ccccc12)c1ccco1	-7	-3	-10	29	-11	2	1	-6
O=C1c2ccccc2C(=O)c2c1cccc2N1CCN(Cc2ccccc2)CC1	-5	27	-2	10	-4	-131	-2	-2
Cn1c(SCC(=O)N2CCCC2)nc2cccnc21	-1	-6	-20	1	-4	0	0	-2
COc1ccc(OC)c(S(=O)(=O)NC(N)=NCCc2ccccc2)c1	3	10	-3	14	-2	5	1	2
COc1ccc(N2CCN(c3ccc4nnc(CCC(=O)Nc5ccc(C)cc5)n4n3)CC2)cc1	-1	19	0	14	5	12	-1	-5
CCOC(=O)N1CCN(S(=O)(=O)/C=C/c2ccccc2)CC1	-3	-1	-4	12	-5	6	2	-2
Cc1cc(C)nc(NC(=O)Cc2ccc([N+](=O)[O-])cc2)c1	2	3	2	21	-4	-14	2	0
CC[C@]12c3[nH]c4cc(CCC(=O)N(C)C)ccc4c3CCN1C(=O)[C@@H](CC(=O)NCCCOC)C[C@@H]2C(=O)N1CCN(C(=O)c2ccco2)CC1	6	8	x	-82	x	x	-1	21
O=c1ccc2c(-c3ccccc3)c3ccc(O)cc3oc-2c1	3	13	17	-35	13	-84	-23	-106
COc1ccc(CNC(=O)CNC(=O)c2ccc(Br)o2)cc1OC	9	-6	-4	13	-5	-11	0	-8
CCCC(=O)Nc1cc(-c2nc3ncccc3o2)ccc1C	-11	8	-6	-270	-15	-3	1	-6
N#CCCN(C(=O)COC(=O)c1cccc(S(=O)(=O)N2CCCC2)c1)c1ccc(F)cc1	-4	6	-5	8	7	5	1	-6
CCN(CC)c1ccc(C(=O)NNC(=O)CN2C(=O)NC(C)(c3ccccc3)C2=O)cc1 (stereo not drawn)	0	-2	-13	-79	7	14	0	-9
COc1ccccc1C1/C(=C(/O)c2ccc(C)cc2)C(=O)C(=O)N1CC(C)O (stereo not drawn)	0	7	-3	10	-2	0	2	32
O=C1CC(N2CCN(C/C=C/c3ccccc3)CC2)C(=O)N1Cc1cccs1 (stereo not drawn)	8	2	-7	20	-10	0	-2	-8

The list goes on.
Structure | SENP7 block | Apaf-1 inh | SENP6 block | SENP8 block-1 | SENP8 block-2 | UBC13 inh | SENP1 inh | APOBEC3G inh
CC(=O)Nc1ccc(NCc2ccc(C)s2)cc1 | -4 | 2 | 12 | -11 | -3 | -4 | -3 | 0
COc1cccc(NC(=O)CSc2nc3ncc(Br)cc3[nH]2)c1 | 2 | 1 | 8 | 6 | -1 | -4 | 3 | 0
Fc1ccc(Oc2nc(-c3ccccn3)nc3ccccc23)cc1 | 3 | -6 | -13 | 27 | -2 | 1 | 1 | 5
COc1ccc(NC(=O)c2cnc3sccn3c2=O)cc1 | -6 | 9 | -17 | -26 | -7 | 2 | -7 | 3
CCCNS(=O)(=O)c1ccc(NC(=O)c2cccnc2)cc1 | 10 | -19 | -6 | 8 | 2 | 0 | 0 | -5
COc1ccccc1CNC(=O)c1ccc2c(=O)n(CC3CCCO3)c(=S)[nH]c2c1 (stereo not drawn) | -2 | 19 | -9 | 10 | -10 | 3 | 1 | -8
CN1C(=O)C(O)(CC(=O)c2cccc(-n3cccc3)c2)c2ccccc21 (stereo not drawn) | -13 | 26 | -1 | -8 | -9 | -4 | -4 | -6
Cn1c(C(=O)N(Cc2ccccc2)Cc2ccccn2)cc2sccc21 | 5 | 19 | -14 | 6 | 10 | -4 | -4 | -1

Going on with the list:
Structure | SENP7 block | Apaf-1 inh | SENP6 block | SENP8 block-1 | SENP8 block-2 | UBC13 inh | SENP1 inh | APOBEC3G inh
C/C(CC(=O)Nc1ccccc1Cl)=N\NC(=O)C(=O)NCCO | 3 | 3 | -4 | 4 | -1 | 1 | 0 | 14
CCOCCCNC(=O)C(c1ccc(Cl)cc1)N(Cc1cccs1)C(=O)c1ccccn1 (stereo not drawn) | 2 | -11 | 0 | 8 | -2 | -6 | -1 | -16
N[C@@H](Cc1ccc(O)cc1)c1nnc([C@H](CO)NC(=O)C2CCNCC2)o1 | 13 | -5 | -10 | 10 | -16 | -4 | 1 | -10
COc1ccccc1NC(=O)c1cc2c(s1)-c1ccccc1S(=O)(=O)C2 | 1 | -11 | 6 | 2 | 4 | 8 | 3 | -7
COc1ccc(OC)c(NC(=O)C2CC(=O)N(Cc3ccco3)C2)c1 (stereo not drawn) | 5 | 2 | -3 | 7 | -9 | 0 | 0 | -2
Cc1ccc(SCC(=O)NC(=O)NC(C)C)c(C)c1 | 1 | 12 | -10 | 20 | -8 | -5 | 3 | -5
N=C1C(=O)OCC1c1ccccc1NC(=O)Nc1ccccc1 (stereo not drawn) | -2 | -3 | -10 | -31 | 5 | -6 | -1 | -1
O=C(O)c1ccc2c(=O)n3c(nc2c1)/C(=C/c1ccccc1OC(F)F)CC3 | -3 | 17 | 7 | -263 | 2 | -1 | -1 | -9

New compounds follow.
Structure | SENP7 block | Apaf-1 inh | SENP6 block | SENP8 block-1 | SENP8 block-2 | UBC13 inh | SENP1 inh | APOBEC3G inh
CC1Cn2c(nnc2-c2ccccc2O)S1 (stereo not drawn) | 14 | 6 | -17 | 7 | -13 | 7 | 1 | 5
CCOC(=O)Cn1c(=N)n(Cc2ccccc2)c2ccccc21 | -6 | 1 | -2 | 15 | -9 | -3 | 2 | -3
COCCNC(=O)C(C)N1c2cccc3cccc(c23)S1(=O)=O (stereo not drawn) | -2 | 1 | -1 | i | -4 | -2 | 2 | -8
CCN(CC)c1c([N+](=O)[O-])c(=O)n(CC)c2ccccc12 | -15 | 18 | -13 | 16 | -7 | -6 | -4 | -4
CCC(CC)C(=O)Nc1ccccc1-n1cccc1 | 4 | 8 | 3 | -51 | -5 | 1 | -2 | -5
Cc1c(C=C2C(=O)c3ccccc3C2=O)cc(C#N)n1C | 5 | -10 | -1 | x | 3 | -8 | x | -6
CCSc1nnc(Cc2cc(=O)[nH]c(=O)[nH]2)n1-c1cccc(C)c1 | -9 | 6 | -7 | 0 | -5 | -4 | 8 | -13
CC(C)c1ccc(OCC(=O)NNC(=O)c2cnccn2)cc1 | 3 | 1 | 0 | 2 | 0 | -8 | -1 | 10

Some of these compounds in order of SMILES length, low to high:
Structure | SENP7 block | Apaf-1 inh | SENP6 block | SENP8 block-1 | SENP8 block-2 | UBC13 inh | SENP1 inh | APOBEC3G inh
CC1Cn2c(nnc2-c2ccccc2O)S1 (stereo not drawn) | 14 | 6 | -17 | 7 | -13 | 7 | 1 | 5
CCC(CC)C(=O)Nc1ccccc1-n1cccc1 | 4 | 8 | 3 | -51 | -5 | 1 | -2 | -5
Cc1ccc(SCC(=O)NC(=O)NC(C)C)c(C)c1 | 1 | 12 | -10 | 20 | -8 | -5 | 3 | -5
N=C1C(=O)OCC1c1ccccc1NC(=O)Nc1ccccc1 (stereo not drawn) | -2 | -3 | -10 | -31 | 5 | -6 | -1 | -1
Cc1c(C=C2C(=O)c3ccccc3C2=O)cc(C#N)n1C | 5 | -10 | -1 | x | 3 | -8 | x | -6
COCCNC(=O)C(C)N1c2cccc3cccc(c23)S1(=O)=O (stereo not drawn) | -2 | 1 | -1 | i | -4 | -2 | 2 | -8
COc1ccc(OC)c(NC(=O)C2CC(=O)N(Cc3ccco3)C2)c1 (stereo not drawn) | 5 | 2 | -3 | 7 | -9 | 0 | 0 | -2
CCSc1nnc(Cc2cc(=O)[nH]c(=O)[nH]2)n1-c1cccc(C)c1 | -9 | 6 | -7 | 0 | -5 | -4 | 8 | -13
O=C(O)c1ccc2c(=O)n3c(nc2c1)/C(=C/c1ccccc1OC(F)F)CC3 | -3 | 17 | 7 | -263 | 2 | -1 | -1 | -9

(more compounds)
Structure | SENP7 block | Apaf-1 inh | SENP6 block | SENP8 block-1 | SENP8 block-2 | UBC13 inh | SENP1 inh | APOBEC3G inh
Cn1cc(C(=O)NS(=O)(=O)Nc2ccc(Br)cn2)c2ccccc21 | -2 | -3 | -5 | -15 | -9 | 0 | -3 | -6
CCCc1ncc(CN2CCCCC2C(=O)Nc2ccc(Oc3ccccc3)nc2)cn1 (stereo not drawn) | -3 | 3 | 10 | 11 | -2 | 1 | -3 | -3
Cc1cc(C)nc(/N=C(\N)N2CCCCCC2)n1 | -3 | -2 | -1 | 14 | 3 | 0 | -1 | -3
CSc1ccc(NC(=O)NCCCN2CCC(Cc3ccccc3)CC2)cc1 | 3 | 17 | -4 | 18 | -8 | 28 | -1 | -2
CCOc1ccc(NC(=O)c2c(OC)cccc2OC)cc1 | -10 | 3 | -11 | 1 | -4 | -4 | -1 | -4
CCOc1ccc(S(=O)(=O)NCCC(=O)NCC2COc3ccccc3O2)cc1 (stereo not drawn) | 7 | -2 | -9 | 16 | -3 | -1 | 1 | -3
